Screening results from PubChem BioAssay.
Integrin act MD = qHTS for Activators of Integrin-Mediated Alleviation for Muscular Dystrophy; alpha7betagal myoblasts, beta-gal FDG fluorescence, 48 h; Potency, µM (titrated, usually from 38.3 µM), without a hit: at the top dose activation, usual class: activators; actives 0.064% (n = 350,000); AID 624291, 2012;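 further: potency means the concentration at half of the fitted maximal effect; 100% = response of the positive control SU9516; nearly all actives have a fitted effect of over 60% in size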
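alpha7betagal+/- myoblasts (passage 13, 250/well) treated 48 h at 37C with compounds at 1:260 dilution of DMSO stock. Lysed, then beta-galactosidase activity read as FDG fluorescence (ex 480/em 540) after 30 min, with pre-read for autofluorescence.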
B2AR arrestin = qHTS assay of beta-arrestin-biased ligands of beta2-adrenergic receptor | Beta-2 adrenergic receptor (Homo sapiens), P07550 | beta-arrestin recruitment to beta2AR, cell-based reporter | Potency, µM (titrated, usually from 46.1 µM), for the others: at the top dose activation, usual class: activators | actives 0.02% (n = 330,000);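 further: potency means the concentration at half of the fitted maximal effect; 0% = DMSO controls and full agonism = EC100 isoproterenol or metaproterenol; nearly all actives have a fitted effect of over 65% in size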
Target sequence (P07550 whole entry, looked up): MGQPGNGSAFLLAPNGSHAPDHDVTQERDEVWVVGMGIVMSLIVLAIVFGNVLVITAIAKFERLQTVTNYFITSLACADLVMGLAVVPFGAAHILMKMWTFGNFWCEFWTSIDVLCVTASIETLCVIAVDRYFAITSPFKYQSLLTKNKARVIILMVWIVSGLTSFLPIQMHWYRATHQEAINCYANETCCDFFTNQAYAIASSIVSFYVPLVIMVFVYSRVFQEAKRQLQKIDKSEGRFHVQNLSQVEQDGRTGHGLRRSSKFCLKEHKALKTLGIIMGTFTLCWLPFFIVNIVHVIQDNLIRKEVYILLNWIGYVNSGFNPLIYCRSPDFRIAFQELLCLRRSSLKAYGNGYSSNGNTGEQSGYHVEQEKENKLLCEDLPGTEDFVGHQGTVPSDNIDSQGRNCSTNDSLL
PTAP TSG101 blk = qHTS Assay for Iinhibitors of HIV-1 Budding by Blocking the Interaction of PTAP/TSG101. Tumor susceptibility gene 101 protein (Homo sapiens), Q99816. Fluorescence polarization, FITC-PTAP peptide / Tsg101 binding. Potency, µM (top dose mostly 115 µM), for inactives: at the highest dose activity change, negative = inhibition, hits mostly inhibitors. 340,000 tested, under 10 active; active means well fitted inhibition curve with a large enough effect in the main read-out, with a control signal flat, not every such curve was filed as active; inconclusive means small, poorly fitted or top-dose-only effect, or effect the other way, or a change in a side signal; inactive means no such curve, though single readings can be large or run the other way; further: potency means the concentration at half of the fitted maximal effect; % of control where 0% means no effect
Target sequence (Q99816 whole entry, looked up): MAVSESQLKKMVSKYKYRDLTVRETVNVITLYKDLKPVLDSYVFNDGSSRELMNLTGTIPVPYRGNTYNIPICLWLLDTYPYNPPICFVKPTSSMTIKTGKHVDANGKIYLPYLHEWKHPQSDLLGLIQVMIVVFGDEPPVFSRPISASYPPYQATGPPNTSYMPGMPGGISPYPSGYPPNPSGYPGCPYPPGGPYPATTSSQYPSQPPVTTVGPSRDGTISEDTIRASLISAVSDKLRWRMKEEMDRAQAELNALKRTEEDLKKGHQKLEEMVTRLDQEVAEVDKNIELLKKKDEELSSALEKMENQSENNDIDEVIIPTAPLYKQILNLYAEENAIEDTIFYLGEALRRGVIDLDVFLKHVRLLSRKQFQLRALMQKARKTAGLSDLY
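Fluorescence anisotropy tracks displacement of a FITC-tagged PTAP peptide (50 nM) from the Tsg101 binding domain (10 uM), following a 20 min room-temperature incubation at pH 7.5.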
BRCA1 expr act = qHTS Assay to Identify Small Molecule Activators of BRCA1 Expression; MCF7-BRCA1-FFLuc reporter, luminescence, 48 h; response scale: scaled: vehicle 0%, 10 µM genistein 100%; Potency, µM (doses to about 46.1 µM), for the others: top-dose activation, most hits filed as activators; actives 1.1% (n = 380,000); further: potency means the concentration at half of the fitted maximal effect; nearly all actives have a fitted effect of over 80% in size; some results filed as inactive show a strong effect at the top dose
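Luminescence from a BRCA1-driven firefly luciferase in MCF7 cells was the read-out, taken 15 min after substrate addition following 48 h compound exposure at 37 °C. Data were normalized to a 10 microM genistein control and DMSO vehicle.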
A-T KAP1 phos = qHTS Assay for Identifying a Potential Treatment of Ataxia-Telangiectasia. […] A-T fibroblasts, KAP-1 phosphorylation AlphaLISA; neocarzinostatin DNA damage 30 min before lysis. actives 0.19% (n = 320,000). AID 485349, 2010. Potency, µM (doses to about 57.5 µM), inactives show at the highest dose activation, most hits filed as activators; further: potency means the concentration at half of the fitted maximal effect; % of control where 0% means no effect; nearly all actives have a fitted effect of over 45% in size
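hTERT-immortalized A-T patient fibroblasts ([…]), 500 cells/well in OPTI-MEM, 1% FBS, got compounds for 60 min, then NCS for 30 min at 37C. Lysates were then assayed for phospho-KAP-1 by AlphaLISA (anti-pKAP1 donor, anti-KAP1 acceptor beads), 6 hr at 25C.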
TRPV1 agonist = HTS Assay for Compounds that Act as Agonists of the Vanilloid Receptor 1 | Transient receptor potential cation channel subfamily V member 1 (Homo sapiens), Q8NER1 | TRPV1-expressing cells, Fluo-8 calcium influx, agonist mode | actives 0.19% (n = 320,000) | activation, % at 8.33 µM; in the data active means activation above about 80%; inconclusive means between about 30% and that limit; further: 0% is about no effect
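Cells expressing TRPV1 were dye-loaded with Fluo-8 and read kinetically: 10 s baseline, 3 min after compound (agonist portion), then 2 min after EC20 capsaicin (allosteric enhancer portion). Calcium-bound dye fluorescence at 480/520 nm.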
p53 reactivation = qHTS assay for re-activators of p53 using a Luc reporter. H1299 p53-A138V BP100-luciferase reporter, luminescence, 24 h. Potency, µM (top dose mostly 92.2 µM), for the others: at the top dose activity change, positive = activation, most hits filed as activators. actives 0.063% (n = 320,000). AID 504706, 2011; further: potency means the concentration at half of the fitted maximal effect; % of control where 0% means no effect; nearly all actives have a fitted effect of over 45% in size
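p53-null H1299 cells stably carrying temperature-sensitive p53-A138V and a BP100-luciferase reporter were pinned with compounds (4-point, 1:5 series) and held 24 hrs at 37 deg C. Luminescence was read 10 min after detection reagent.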
MLL CXXC-DNA inh = qHTS Fluorescence Polarization Assay for Inhibitors of MLL CXXC domain - DNA interaction. MLL-CXXC / FITC-HOXA9 DNA fluorescence polarization. Potency, µM (doses to about 115 µM), without a hit: at the highest dose activity change, negative = inhibition, most hits filed as inhibitors. actives 0.037% (n = 290,000); active means well fitted inhibition curve with a large enough effect in the polarisation, with a control signal flat, not every such curve was filed as active; inconclusive means small, poorly fitted or top-dose-only effect, or effect the other way, or a change in a side signal; inactive means no such curve, though single readings can be large or run the other way; the % refers to the polarisation; further: potency means the concentration at half of the fitted maximal effect
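Steps: dispense CXXC domain solution (7 uM) → pin compounds or unlabeled HOX-A9 DNA control → 5 min ambient → add FLSN-HOX-A9 solution (50 nM) → spin → 30 min ambient → fluorescence polarization. Tris pH 7.5/NaCl/DTT/BSA buffer.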
ELG1 DNA repair = qHTS screen for small molecules that inhibit ELG1-dependent DNA repair in human embryonic kidney (HEK293T) cells expressing luciferase-tagged ELG1 | actives 2.3% (n = 330,000) | AID 504467, 2011 | Potency, µM (series often up to 46.1 µM), for the others: at the highest dose activity change, negative = inhibition, most hits filed as inhibitors | HEK293T ELG1-luciferase reporter, luminescence, 16 h; DNA damage induced by 5-fluorouridine; further: potency means the concentration at half of the fitted maximal effect; on the % scale 0 is the no-effect control and ±100 the full control effect; nearly all actives have a fitted effect of over 55% in size
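Overnight (16 hr) co-exposure of 2,000 cells/well to 5-fluorouridine and compound at 37 °C preceded detection. Luciferase was quantified via ONE-Glo luminescence; loss of signal denotes inhibition.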
TCR activator = Activators of T cell receptors: qHTS campaign; primary human leukocytes, anti-CD3, IL-2 HTRF, 48 h; Potency, µM (titrated, usually from 9.22 µM), inactives show top-dose activation of IL-2 secretion, most hits filed as activators; 330,000 tested, under 10 active; further: % of control where 0% means no effect
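Activity was scored as IL-2 release from primary human leukocytes given only a TCR signal (a-CD3 beads) plus compound for 48 hr. Detection used a two-antibody HTRF format read at 665nm.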
Active calls of the source: *; ? = inconclusive; / = no result given; [ ] = dose if it differs, or a comment. Unless noted, the call rests on the fitted dose curve; in most records, active means well fitted curve in the direction sought with a large enough effect; inconclusive means small, poorly fitted or top-dose-only effect, or another doubt; inactive means no such curve, though single readings can be large; an effect the other way counts as inactive or inconclusive.

SMILES | Integrin act MD | B2AR arrestin | PTAP TSG101 blk | BRCA1 expr act | A-T KAP1 phos | TRPV1 agonist | p53 reactivation | MLL CXXC-DNA inh | ELG1 DNA repair | TCR activator
CN(C(=O)c1nn(C)c2c1CSc1ccccc1-2)c1ccc(F)cc1 | -16% | 0.0% | -4% | -17% | 5% | 3 | 15% | 15% | 22% | -9%
O=C(COC(=O)c1cccnc1Nc1cccc(C(F)(F)F)c1)NCc1ccc2c(c1)OCO2 | -3% | 0.4% | -3% | -49% | 7% | 1 | 5% | 0% | -6% | 9%
CC(C)C(NS(=O)(=O)c1ccccc1)C(=O)N1CCCC1 (centres undefined) | 25% | -1.0% | 0% | 2% | 1% | 1 | 18% | -13% | 2% | /
c1ccc2c(C3=NNC(=NC4CC4)SC3)c[nH]c2c1 | 6% | -0.5% | 0% | -77%[inhibitor] | -2% | -2 | ? | 2% | ? | ?
Cc1nnc(NC(=O)CSc2nnc(Cc3cccn3C)n2-c2cccc(C)c2C)s1 | / | -0.7% | / | / | 0% | -1 | 1% | 0% | 7% | -6%[46.1 µM]
CCCCNC(=S)N1CCN(c2nc3ccccc3s2)CC1 | 6% | -0.5% | -9% | -1% | -4% | ? | -1% | -6% | -10% | 8%
COc1ccc(C(CNC(=O)c2oc3ccc(C)cc3c2C)N2CCCCC2)cc1 (centres undefined) | 18% | -0.3% | -7% | -35% | 1% | 3 | -3% | 15% | -2% | -10%
O=C(O)c1cc(S(=O)(=O)N2CCN(C(=O)c3ccco3)CC2)c(Cl)cc1Cl | 0% | -0.4% | -2% | -1% | -4% | 1 | -1% | -10% | 4% | 7%
NC(=O)c1ccc(Oc2ccc3c(c2)CCC3)c([N+](=O)[O-])c1 | -10% | 0.1% | 0% | -24% | -2% | ? | 0% | -5% | -9% | 5%
O=C1CSc2ccc(S(=O)(=O)N3CCN(c4ccccc4F)CC3)cc2N1 | 11% | 0.2% | -3% | -10% | 12% | 14 | -4% | 23% | ? | 3%
Cc1ccc(OCc2n[nH]c(=S)n2C2CCCCC2)cc1 | 1% | -1.1% | -5% | -11% | -1% | 4 | 1% | 7% | -2% | -2%
C/C(N)=C(/C#N)C(=O)CSc1ccc2c(c1)OCCO2 | -5% | 0.1% | -4% | ? | 1% | 0 | 40µM* | 8% | ? | -1%
COC(=O)c1cnn(-c2cc(Oc3cccc(C)c3)ncn2)c1N | -4% | 0.3% | 1% | 11% | 3% | -3 | 3% | 2% | -5% | -6%
O=C(Nc1cc(SCC(O)CO)cc([N+](=O)[O-])c1)c1ccc(-n2cnnn2)cc1 (centres undefined) | 6% | -0.2% | 1% | -3% | 1% | -2 | -2% | -11% | 1% | -5%
Cc1ccc(CN2CCC(C(=O)Nc3cccc(-c4cccc(F)c4)c3)CC2)o1 | -30%[inhibitor] | 0.1% | -16% | -13% | 3% | 3 | 4% | -9% | -16% | -1%
COc1ccc(Cl)cc1S(=O)(=O)NCc1cccnc1 | 16% | 0.0% | -5% | -2% | 4% | -1 | -3% | 13% | -1% | 3%
Cc1ccc(-c2nnc(NC(=O)C3=COCCO3)o2)c(C)c1 | ? | 0.1% | -2% | 41% | -13% | 0 | 11% | / | ? | 0%
O=C(CSc1nnc(-c2cccs2)o1)N1CCCc2ccccc21 | 11% | 0.3% | -7% | 47% | -3% | 7 | 4% | 10% | 14% | 2%
O=C(Nc1ccncc1)Nc1ccc(Br)cc1Cl | -6% | 0.5% | 0% | 31% | 5% | ? | -17% | ? | -11% | -3%
O=C(COC(=O)c1cccnc1)Nc1ccc2c(c1)OCO2 | -34% | 0.0% | 0% | -7% | 1% | 1 | 2% | 18% | 9% | 1%
Cc1ccc(S(=O)(=O)N2CCCCC2)cc1NC(=O)CSc1ccc2c(c1)OCCO2 | -10% | 0.3% | 3% | -23% | -1% | 11 | -5% | 2% | -26% | 0%[46.1 µM]
Cc1ccc(CNc2ccc(N3C(=O)CCCC3=O)cc2[N+](=O)[O-])cc1 | 5% | ? | -2% | 2% | 1% | 2 | -5% | 6% | 2% | 0%[46.1 µM]
Cc1ccc(C(=O)CSc2nc3cc(S(=O)(=O)N4CCOCC4)ccc3o2)cc1 | -12% | -0.2% | -8% | -1% | 1% | 11 | 11% | -6% | -17% | 8%
S=C(Nc1cccc(Cl)c1Cl)NC1CCN(Cc2ccccc2)CC1 | -56%[inhibitor] | -0.2% | -4% | -30% | -9% | -2 | 17% | -8% | -10% | 14%
CCOC(=O)c1cc2c(ccn2C)n1Cc1ccccc1Cl | ? | -0.5% | -2% | -10% | 5% | 11 | -4% | -2% | -6% | 4%
O=C(c1nn2cccnc2c1Cl)N1CCN(c2ccccc2)CC1 | 6% | -0.2% | 4% | -1% | 7% | -2 | 5% | -10% | 6% | -3%[46.1 µM]
C=CCc1cccc2cc(C(=O)OCC(=O)c3ccccc3)c(=O)oc12 | -7% | 0.3% | -1% | 1% | 0% | 9 | 2% | 20% | 10% | 1%
COC(=O)c1cc(S(=O)(=O)N2CCOCC2)ccc1Sc1ccccc1N | 4% | -0.2% | 1% | 4% | / | -1 | -6% | -11% | -13% | 2%
Cc1ccc2occ(/C=N/NC(=O)c3ccncc3)c(=O)c2c1 | 36% | -2.0% | -9% | 15% | -1% | 2 | -5% | 12% | ? | -4%
Cc1sc2c(c1C)C(=O)NC(c1ccccc1F)N2 (centres undefined) | 9% | -0.4% | 0% | ? | -4% | 3 | 12% | -2% | ? | 1%
O=C(NNC(=O)c1sccc1-n1cccc1)c1ccccc1 | 15% | -0.2% | -4% | -42% | -4% | -3 | 5% | 2% | 12% | -2%
CCOC(=O)N1CCN(C2=Nc3cccc4cccc2c34)CC1 | -11% | 0.4% | -14% | 34% | -5% | ? | 1% | -14% | -3% | 4%
COc1cccc(-c2cc(C(=O)Nc3nc4ccccc4s3)c3ccccc3n2)c1 | -14% | -0.5% | -3% | -13% | 8% | 2 | ? | 1% | -16% | 9%
Cc1ccc(S(=O)(=O)NNC(=O)c2cccnc2)cc1 | ? | 0.2% | -6% | 2% | -1% | -2 | -1% | 11% | 3% | 0%
CC(C)OCC(O)CN (centres undefined) | -10% | 0.3% | -2% | 1% | -7% | -1 | -4% | 5% | ? | 2%
COc1cc(-c2noc(C)c2C#Cc2nccn2C)cc(OC)c1OC | -12% | -0.3% | -4% | -65% | -1% | -2 | -1% | -12% | ? | -2%
CCCN1C(=O)N(C)C(N(O)C(=O)NC)C1(C)C (centres undefined) | 5% | 0.3% | -3% | 10% | 8% | -1 | -1% | 21% | -15% | -1%
Oc1ccc2ccccc2c1C=Nc1cc(C(F)(F)F)ccc1N1CCCC1 | -19% | -0.9% | 2% | -27% | 2% | 14 | 1% | ? | -12% | 1%
O=C(CCS(=O)(=O)Cc1ccccc1)Nc1nnc(C(F)(F)F)s1 | -11% | -0.2% | -8% | -80%[inhibitor] | 8% | 0 | -10% | 6% | -20% | 0%
CN(CC(=O)Nc1ccccc1Cl)C(=O)Cn1cnc2ccc(Cl)cc2c1=O | -7% | 0.0% | -2% | -13% | 4% | -2 | 16% | / | 3% | -3%
CSCC[C@H](NC(=O)Nc1ccccc1C)C(=O)O | 10% | -0.3% | 0% | 2% | -12% | 0 | 4% | -3% | ? | 5%
Cc1ccc(S(=O)(=O)CCC(=O)OCC(=O)Nc2cc(S(=O)(=O)N3CCOCC3)ccc2Cl)cc1 | -12% | / | -11% | -21% | / | / | / | / | / | -7%
C/C(=N/NC(=O)c1cc(C(C)C)[nH]n1)c1cccs1 | 14% | 0.3% | 0% | -50% | 0% | 7 | ? | 1% | ? | /
CC1(C)c2ssc(=S)c2-c2ccccc2N1C(=O)CSC1=NCCS1 | -14% | 0.2% | -3% | -38% | -13% | / | -2% | -1% | -4% | -2%
COc1cc(OC)c(/C=N/NC(N)=S)cc1Br | -3% | -2.1% | -1% | -1% | 1% | -2 | -16% | 8% | ? | -1%[46.1 µM]
CC(C)OC(=O)CC1=NC(=O)CS1 | 2% | -0.4% | -1% | -2% | 3% | 0 | 8% | 1% | 6% | 1%
CC1CCCCN1C(=O)Cn1nnc(-c2cccnc2)n1 (centres undefined) | 10% | 0.3% | -15% | 3% | 0% | 1 | 1% | -11% | -4% | 2%[46.1 µM]
